Source: PubChem
GLS inh = inhibitors of human glutaminase (GLS); O94925; Potency, µM (series often up to 45.5 µM), for the others: at the top dose activity change, negative = inhibition, actives largely listed as inhibitors; 410,000 compounds, 0.21% hits; GLS enzymatic activity, qHTS titration; further: potency means the concentration at half of the fitted maximal effect; on the % scale 0 is the no-effect control and ±100 the full control effect
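Glutamate formation by hKGA was monitored fluorometrically using coupled glutamate oxidase, HRP and Amplex Red. Substrate was added as 1 mM L-glutamine solution; incubation was 30 min at RT after an initial read.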
JMJD2A Tudor inh = inhibitors of human JMJD2A Tudor domain. O75164. AID 504339. AlphaScreen JMJD2A-Tudor / H3K4me3 peptide binding. Potency, µM (top dose mostly 114 µM), inactives show at the highest dose activity change, negative = inhibition, usual class: inhibitors. 390,000 compounds, 4.4% hits; further: potency means the concentration at half of the fitted maximal effect; on the % scale 0 is the no-effect control and ±100 the full control effect; nearly all actives have a fitted effect of over 50% in size
HP1b chromo inh = blocks HP1-beta chromodomain binding to methylated histone tails | AlphaScreen HP1-beta / biotin-H3K9me3 peptide binding | Potency, µM (titrated, usually from 114 µM), inactives show at the top dose activity change, negative = inhibition, most hits filed as inhibitors | 390,000 compounds, 0.56% hits; further: potency means the concentration at half of the fitted maximal effect; nearly all actives have a fitted effect of over 70% in size; inactives centre near 23
Target sequence (P83916 whole entry, looked up): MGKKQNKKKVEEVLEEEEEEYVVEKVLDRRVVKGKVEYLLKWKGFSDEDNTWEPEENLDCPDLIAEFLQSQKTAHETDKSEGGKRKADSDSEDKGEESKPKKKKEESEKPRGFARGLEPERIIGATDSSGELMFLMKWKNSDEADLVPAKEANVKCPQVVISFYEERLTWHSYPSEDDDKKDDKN
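Compound inhibition of the preformed complex between 50 nM HP1-beta and 50 nM biotinylated H3K9me3 peptide was read by AlphaScreen. Buffer was PBS pH 7.4 with 0.01% Tween-20. Incubations ran 30 min at room temperature, with 10 ug/mL donor/acceptor beads.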
BAZ2B block = blocks human BAZ2B. Q9UIF8. AlphaScreen BAZ2B-H3K14Ac peptide displacement. Potency, µM (series often up to 114 µM), for the others: at the top dose activity change, negative = inhibition, usual class: inhibitors. 360,000 compounds, 4.4% hits; further: potency means the concentration at half of the fitted maximal effect; on the % scale 0 is the no-effect control and ±100 the full control effect; nearly all actives have a fitted effect of over 60% in size
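BAZ2B 50 nM plus b-H3(5-23)K14Ac 50 nM, PBS pH 7.4/0.01% Tween-20, 30 min RT; compound added (max 110 uM), 30 min RT; streptavidin donor/Ni-chelate acceptor beads 10 ug/mL final, 20 min dark; AlphaScreen read.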
PI4K2A inh = blocks human PI4K2A kinase activity | Q9BTU6 | purified PI4K2A, ADP-Glo luminescence, 1 h; stronger effect = lower value | activity change, negative = inhibition, % at 76.9 µM | 420,000 compounds, 0.13% hits; in the data active means activity change below about -50%; inconclusive means mostly about -30% to -49%;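 further: -100% = wells without enzyme as full effect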
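In this quantitative HTS, ADP production by PI4K2A was quantified luminescently after 1 h at ambient temperature; 100 microM adenosine served as plate-quality control.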
G9a block = G9a (human) methyltransferase inhibition. Potency, µM (doses to about 102 µM), inactives show top-dose activity, negative = inhibition, most hits filed as inhibitors. 350,000 compounds, 8.8% hits. Q96KQ7. G9a H3K9 monomethylation, AlphaScreen, 2 h; further: potency means the concentration at half of the fitted maximal effect; on the % scale 0 is the no-effect control and ±100 the full control effect; nearly all actives have a fitted effect of over 75% in size
Target sequence (Q96KQ7 913-1193 limits assumed): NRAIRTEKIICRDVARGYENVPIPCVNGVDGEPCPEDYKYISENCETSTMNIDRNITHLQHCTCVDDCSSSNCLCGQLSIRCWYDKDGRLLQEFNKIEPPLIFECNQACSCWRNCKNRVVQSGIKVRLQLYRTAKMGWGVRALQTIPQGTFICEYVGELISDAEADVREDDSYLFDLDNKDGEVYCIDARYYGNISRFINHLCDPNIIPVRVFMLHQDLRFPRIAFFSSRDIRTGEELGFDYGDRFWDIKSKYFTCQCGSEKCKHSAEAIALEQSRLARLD
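Using a bead-based AlphaScreen, monomethylated H3K9 product from 2 h room-temperature reactions (G9a 20 nM, peptide 500 nM, SAM 20 uM) was detected with 0.5 ug/mL rabbit anti-H3K9me1 antibody.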
Pol eta inh = DNA polymerase eta (human) inhibition. recombinant Pol eta, fluorescent DNA replication assay. Q9Y253. 390,000 compounds, 1.2% hits. Potency, µM (highest dose often 114 µM), for the others: at the highest dose activity change, negative = inhibition, usual class: inhibitors; further: potency means the concentration at half of the fitted maximal effect; on the % scale 0 is the no-effect control and ±100 the full control effect
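Fluorescent replication assay: 50 nM final substrate added after a 15 min room-temperature compound preincubation with 10 nM enzyme. Signal taken at 0 min and again at 10 min.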
Pin1 inhibitor = blocks the human prolyl isomerase Pin1; Pin1 FP peptide displacement, HiFluor488, 10 min; 390,000 compounds, 0.009% hits; Potency, µM (titrated, usually from 115 µM), without a hit: at the highest dose activity, negative = inhibition, hits mostly inhibitors; Q13526; AID 504891; active means well fitted inhibition curve with a large enough effect in the polarisation, with a control signal flat, not every such curve was filed as active; inconclusive means small, poorly fitted or top-dose-only effect, or effect the other way, or a change in a side signal; inactive means no such curve, though single readings can be large or run the other way; the % refers to the polarisation; further: potency means the concentration at half of the fitted maximal effect; on the % scale 0 is the no-effect control and ±100 the full control effect
Target sequence (Q13526 whole entry, looked up): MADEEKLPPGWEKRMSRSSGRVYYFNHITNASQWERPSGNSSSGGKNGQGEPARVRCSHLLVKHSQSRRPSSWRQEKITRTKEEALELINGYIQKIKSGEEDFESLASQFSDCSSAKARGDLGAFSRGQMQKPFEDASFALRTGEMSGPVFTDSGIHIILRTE
Tb PGK inh = T. brucei PGK inhibition | PGK/GAPDH coupled, Kinase-Glo luminescence, 60 min | P07378 | 380,000 compounds, 0.043% hits | Potency, µM (series often up to 57.5 µM), for the others: at the top dose activity change, negative = inhibition, most hits filed as inhibitors; further: potency means the concentration at half of the fitted maximal effect; on the % scale 0 is the no-effect control and ±100 the full control effect; nearly all actives have a fitted effect of over 60% in size
Target sequence (P07378 whole entry, looked up): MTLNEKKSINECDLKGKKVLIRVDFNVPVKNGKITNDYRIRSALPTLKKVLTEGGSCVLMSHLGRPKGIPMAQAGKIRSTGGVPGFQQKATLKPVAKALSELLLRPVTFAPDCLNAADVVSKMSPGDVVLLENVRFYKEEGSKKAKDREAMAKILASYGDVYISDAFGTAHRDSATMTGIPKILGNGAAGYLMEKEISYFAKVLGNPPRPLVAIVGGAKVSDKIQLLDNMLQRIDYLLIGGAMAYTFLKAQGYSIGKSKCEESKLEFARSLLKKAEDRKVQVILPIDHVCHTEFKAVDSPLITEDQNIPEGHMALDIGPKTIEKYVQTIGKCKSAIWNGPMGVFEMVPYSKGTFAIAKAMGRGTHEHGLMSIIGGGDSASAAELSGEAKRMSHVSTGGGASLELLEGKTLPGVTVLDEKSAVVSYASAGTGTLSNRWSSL
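Luminescent ATP detection (Kinase-Glo Plus) follows a 60-minute room-temperature incubation, with wells lacking PGK as controls. Buffer: 100 mM TEA (pH 7.6), 5 mM MgCl2, 0.01% Tween-20. Coupling enzyme GAPDH (100 nM final) supplies unstable 1,3-BPG in-well.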
* hit, by the source's call; i = inactive; ? = inconclusive; / = not tested or not shown; [ ] = remark or other dose. Unless noted, the call rests on the fitted dose curve; in most records, active means well fitted curve in the direction sought with a large enough effect; inconclusive means small, poorly fitted or top-dose-only effect, or another doubt; inactive means no such curve, though single readings can be large; an effect the other way counts as inactive or inconclusive. A portion of the library; the hit share may differ from the screen's.

SMILES	GLS inh	JMJD2A Tudor inh	HP1b chromo inh	BAZ2B block	PI4K2A inh	G9a block	Pol eta inh	Pin1 inhibitor	Tb PGK inh
CC(NC(=S)NC(=O)c1cccs1)c1ccccc1 (centres undefined)	-5%	-29%	-8%	/	3	/	-7%	-12%	0%
CC1=C(c2ccc(C(C)C)cc2)S(=O)(=O)NC1=NCc1ccc(OC(C)C)cc1	1%	-13%	33%	-8%	-6	-38%[59 µM]	-9%	-9%	-3%
O=c1[nH]c(CNCc2cccnc2)nc2ccccc12	1%	-12%	6%	-24%	3	?	2%	-1%	-7%
CCOC(=O)CC(NC(=O)c1cc2cc(Cl)ccc2oc1=O)c1ccc(C)cc1 (centres undefined)	-10%	-6%	19%	-12%	2	-7%[59 µM]	-3%	4%	10%
Cn1nccc1C(=O)NC1CCCc2c1cnn2-c1ccccc1F (centres undefined)	0%	-9%	37%	-8%	3	17%[0.501 µM]	-3%	?	-3%
c1ccc2occc2c1	0%	-11%	37%	/	-2	/	-8%	-4%	-5%
CCNc1nc(NC(C)C)nc(NC(C)(C)C)n1	1%	-1%	24%	-8%	0	/	-10%	-1%	8%
C[C@H](O)[C@@H]1C(=O)N2CCc3ccc(-c4ccccc4)cc3[C@@H]2C[C@@H]1N(C)C(=O)c1ccc(C#N)cc1	4%	?	-4%	/	1	/	-12%	6%	0%
CCC(O)C1CCN(C(=O)c2ccc(OC3CCN(Cc4ccccn4)CC3)cc2)CC1 (centres undefined)	-12%	2%	34%	-33%	-5	-8%	-8%	0%	i
COCCCN(Cc1cc(OC)c(OC)c(OC)c1)C(=S)Nc1cccc(Cl)c1	-21%	/	/	/	2	/	?	/	-11%
Cc1noc(C(=O)Nc2cccc(Cl)c2)c1Cl	1%	-4%	33%	6%	-3	27%	9%	-6%	-5%
CC1(C)NC(=O)N(CCOCCOc2c(Cl)cc(Cl)cc2Cl)C1=O	4%	-4%[57.1 µM]	29%	10%	3	18%	0%	?	i
COC(=O)c1c(SC)nc2ccccc2c1OCc1ccccc1C	5%	139%[activator]	139%[activator]	211%[activator]	-4	40%[59 µM]	-20%	23%	-3%
COc1ccc(Cl)cc1NC(=S)Nc1cccnc1	4%	-11%	35%	-35%	2	?	0%	-1%	-1%
COc1ccc(OC)c(CN2CCN(C(=O)c3cccc(S(=O)(=O)Nc4ccc(F)cc4)c3)CC2)c1	6%	-26%	7%	/	-3	/	-21%	5%	7%
COc1ccc(S(=O)(=O)Nc2ccc3c(c2)n(C)c(=O)n3C)cc1OC	9%	-4%	7%	?	-22	26%	-21%	-10%	-6%
CS(=O)(=O)N1CCC(C(=O)NCc2ccncc2)CC1	-2%	-11%	39%	-18%	-1	-30%	7%	-2%	-6%
O=C(NCc1ccccc1)C1=C[C@H](c2csc3ccccc23)C[C@H](OCCCCO)O1	-5%	-19%	29%	-36%	-1	?	-16%	13%	-5%
O=C(O)c1cc(-c2cccnc2)nn1-c1ccccn1	0%	-9%	36%	?	2	28µM*	-10%	-17%	i
Cc1ccc(-c2nc3ccccn3c2Nc2c(C)cccc2C)o1	1%	50µM*	?	28µM*	0	13µM*	-26%	-4%	-4%
Cc1ccc(S(=O)(=O)n2ccc3c(OCCOCCNCc4ccc(F)cc4)cccc32)cc1	-12%	-32%	-3%	-34%	2	?	-22%	-2%	i
S=C(NCc1ccc2c(c1)OCO2)NC1CCN(Cc2ccccc2)CC1	-11%	-27%	26%	-15%	-1	?	-11%	-7%	i
O=C(Nc1ccc(F)cc1F)c1ccc(COc2c(F)c(F)cc(F)c2F)o1	-3%	-13%	58%[activator]	7%	-1	-3%[12.7 µM]	-3%	0%	/
CCOC(=O)c1nnn2c1nc(N(CC)CC)c1ccccc12	0%	8%	42%[activator]	3%	0	/	-18%	-1%	-6%
O=c1[nH]c(SCc2nc3ccccc3c(=O)n2-c2ccccc2)nc2ccccc12	6%	-4%	10%	0%	3	28%[59 µM]	-11%	?	-3%
Cc1cc(Nc2ccc(C(=O)O)c(O)c2)n2ncnc2n1	-12%	-22%	34%	-3%	5	?	-10%	2%	i
O=C(NC(c1ccccc1)c1ccccc1)C1CCCN(S(=O)(=O)c2cnc[nH]2)C1 (centres undefined)	-9%	-16%	59%[activator]	-5%	-3	3%	-6%	6%	0%
COc1cc([N+](=O)[O-])ccc1NC(=O)CN1C(=O)NC2(CCCCC2C)C1=O (centres undefined)	-14%	-18%[11.4 µM]	41%[activator]	/	-1	/	9%	-1%	-1%
CC1CCN(C(=O)CN2c3cccc4cccc(c34)S2(=O)=O)CC1	-1%	11%	42%[activator]	-1%	-2	-19%[59 µM]	-3%	-7%	9%
COc1ccc(CN2CCCC(CO)(Cc3ccc(F)cc3)C2)c(OC)c1OC (centres undefined)	0%	-6%	60%[activator]	10%	-11	/	-10%	0%	i

In the list so far, 2 contain an aryl thioether with sulfur outside any ring.
SMILES	GLS inh	JMJD2A Tudor inh	HP1b chromo inh	BAZ2B block	PI4K2A inh	G9a block	Pol eta inh	Pin1 inhibitor	Tb PGK inh
COC(=O)c1c(SC)nc2ccccc2c1OCc1ccccc1C	5%	139%[activator]	139%[activator]	211%[activator]	-4	40%[59 µM]	-20%	23%	-3%
O=c1[nH]c(SCc2nc3ccccc3c(=O)n2-c2ccccc2)nc2ccccc12	6%	-4%	10%	0%	3	28%[59 µM]	-11%	?	-3%

Continuation.
SMILES	GLS inh	JMJD2A Tudor inh	HP1b chromo inh	BAZ2B block	PI4K2A inh	G9a block	Pol eta inh	Pin1 inhibitor	Tb PGK inh
CCCc1ccc(Oc2cn[nH]c2-c2ccc(O)cc2O)cc1	32%[activator]	?	0%	4%	-1	3%	-14%	?	-9%
CN1CCN(Cc2nc3c(c(=O)[nH]c(=O)n3C)n2Cc2c(F)cccc2Cl)CC1	-3%	-12%	28%	9%	-1	?	-14%	-5%	0%
CC(=O)OC1CCC2(C)C(CCC3C2CC(OC(C)=O)C2(C)C3C[C@@H]3O[C@]4(CC[C@@H](C)CO4)[C@@H](C)C32)C1 (some centres undefined)	0%	-5%	40%[activator]	/	1	/	-16%	-3%	2%
CCCc1nc2ccc(NC(=O)c3cccs3)cc2c(=O)n1Cc1ccc(Cl)cc1	0%	-21%	13%	-25%	2	7%[59 µM]	-4%	-3%	i
CCn1[nH]c(=O)c(=Nc2c(C)n(C)n(-c3ccccc3)c2=O)cc1-c1ccc(Cl)cc1	16%	9%	7%	-18%	-1	6%[59 µM]	8%	2%	0%
Cc1cc2ncn(CCC(=O)NC(C)(C)C)c2cc1C	0%	3%	57%[activator]	-33%	1	?	-20%	-8%	i
CC(=O)Oc1ccc(C)cc1-n1nc2ccccc2n1	20%	14%	28%	22%	-2	-1%[12.7 µM]	-1%	4%	-5%
O=C(ONC1=NCCCCC1)c1ccc([N+](=O)[O-])cc1	12%	0%	12%	-2%	-3	0%	3%	-3%	1%
CC(=O)Nc1ccc(-c2cc(C(=O)O)c3ccccc3n2)cc1	-11%	-1%[11.4 µM]	52%[activator]	-12%	3	/	-10%	7%	1%
O=C(CCNS(=O)(=O)c1ccccc1C(F)(F)F)NNC(=O)c1csc(N2CCOCC2)n1	1%	-5%	41%[activator]	3%	3	4%[12.7 µM]	-10%	-1%	-2%
CCOc1ccc(NC(=O)c2nn(C)cc2Br)cc1	19%	-8%	15%	-2%	-22	7%	-14%	1%	-7%
Cc1cc(=O)[nH]c(SCC2COC3(CCCCC3)O2)n1 (centres undefined)	0%	-8%	48%[activator]	4%	4	14%[59 µM]	-7%	2%	-9%
Cc1ccc(NCN2C(=O)c3ccccc3C2=O)c(C)c1	11%	?	15%	-21%	-10	-44%[59 µM]	-5%	2%	-7%
O=C1c2ccccc2C(O)(c2ccccc2)N1c1ccncc1 (centres undefined)	-4%	-5%	14%	-12%	-3	11%[12.7 µM]	-10%	2%	2%
N#CC1=C(N)NC(SCc2ccccc2)=C(C#N)C12CCCC2	0%	?	7%	-35%	-5	79µM*	-18%	3%	-8%
COc1ccc(C=O)cc1OS(=O)(=O)c1ccccc1[N+](=O)[O-]	-3%	-13%	18%	-2%	-5	-5%[59 µM]	-8%	1%	i
COc1ccccc1C(=O)N1CCc2ccccc21	-2%	-9%	19%	/	0	6%[59 µM]	-8%	-2%	2%
CC1=NN(C(N)=S)C(=O)C1N=Nc1ccc(S(N)(=O)=O)cc1 (centres undefined)	1%	-24%	11%	-2%	5	19%	?	-2%	-6%
Cc1ccccc1Cc1c(C)nc2nc(SCC(=O)NC(C)c3ccccc3)nn2c1C (centres undefined)	1%	-5%	26%	0%	3	9%[59 µM]	-21%	8%	-7%
COCC(=O)N1CCC2CC1c1cc(Cl)ccc12 (centres undefined)	-1%	-4%	48%[activator]	/	-3	/	-10%	-4%	9%
COc1cc(-c2nnc(SCc3cc(=O)oc4cc(C)ccc34)o2)cc(OC)c1OC	0%	-16%	30%	/	0	0%[59 µM]	-9%	13%	i
NC(=O)CC(NC(=O)c1ccccc1)c1ccc(N2CCN(c3ccc(F)cc3)CC2)c([N+](=O)[O-])c1 (centres undefined)	1%	-19%	30%	-12%	2	/	-8%	-2%	2%
COc1ccc(C2C(C(=O)N3CCOCC3)CCC(=O)N2c2ccc(OC)cc2)cc1 (centres undefined)	-1%	-15%	20%	18%	0	-1%[12.7 µM]	-13%	-1%	-8%
O=C(Nc1ccc(F)cc1)C1CCCN(c2cnccn2)C1 (centres undefined)	19%	0%	37%	-31%	0	-11%	-6%	39%[activator]	-4%
Cc1cccc(CSCc2ccc(C(=O)NCC3CCCO3)o2)c1 (centres undefined)	1%	-10%	42%[activator]	-7%	-27	-3%[59 µM]	-20%	-4%	-2%
